All columns: NCI-60 one-dose screen, growth in % after 48 h at 10 µM unless noted; 100 = growth as untreated, 0 = no growth, -100 = all killed.
BT-549 – BT-549 breast cancer. AID 1794793. 78,000 compounds, 4.4% hits
K-562 – K-562 leukemia | 78,000 compounds, 7.4% hits | AID 1794777
HS 578T – HS 578T breast cancer; 78,000 compounds, 4.1% hits
MDA-MB-231 – MDA-MB-231 breast cancer. 81,000 compounds, 5% hits
SR – SR leukemia cells; AID 1794780; 73,000 compounds, 8.7% hits
T-47D – T-47D breast cancer | 79,000 compounds, 5% hits | AID 1794792
MDA-MB-468 – MDA-MB-468 breast cancer. 78,000 compounds, 8.5% hits. AID 2202374
MCF7 – MCF7 breast cancer | 82,000 compounds, 6.3% hits
Active calls of the source: *; . = no result given; & = joins results of further samples. How the source made its calls: active means growth percent below 10; inactive means the rest.

SMILES	BT-549	K-562	HS 578T	MDA-MB-231	SR	T-47D	MDA-MB-468	MCF7
CCN(CC)CC(O)c1ccc(Cl)c(Cl)c1 (centres undefined)	111	109	102	100	111	111	109	99
OCC(O)Cc1ccc2c(c1)OCO2 (centres undefined)	106	90	102	116	85	104	94	94
NC(CO)Cc1ccccc1 (centres undefined)	104	114	101	95	100	92	95	113
CCN(CC)CCOC(=O)C(OCCCc1ccccc1)(c1ccccc1)c1ccccc1	88	60	88	84	.	75	81	75
[Cl][Hg][c]1ccc2ccccc2c1	-99*	-13*	2.4*	-70*	-38*	-57*	-83*	-61*
COC(=O)c1ccc(NC(=O)Oc2ccc(N(CCCl)CCCl)cc2)cc1	51	54	108	111	.	49	33	31
CC1C2Cc3ccc(O)cc3C1(C)CCN2CC1CC1 (centres undefined)	93	111	108	113	.	104	125	97
CC(C)c1cccc(C(C)C)c1O	98&104	104&93	95&105	107&114	.	93&95	94&101	91
Oc1cc(Cl)ccc1Oc1ccc(Cl)cc1Cl	8.8*	11	-18*	8.8*	3.2*	18	7.0*	19
Nc1ncnc2c1c(C(=O)NO)cn2C1OC(CO)C(O)C1O (centres undefined)	-0.9*	-3.3*	-7.9*	-6.2*	-7.8*	-11*	.	-47*
CCC(C)/C=C(C)/C=C/C(=O)c1c(O)c(-c2ccc(O)cc2)c[nH]c1=O (centres undefined)	38	39	53	70	13	49	30	19
c1cc2c(cc1C1(N3CCCC3)CCCCC1)OCO2	108	.	98	103	101	119	103	92
CCCCCC(C)NC(=O)CCl (centres undefined)	105	83	.	123	73	99	98	99
c1cc2c(c3c1CCNC3)OCO2	97	106	112	100	93	90	87	93
O=[N+]([O-])/C=C/c1ccccc1Cl	97	93	117	128	85	93	.	91
NC1CCOC1=O (centres undefined)	104	102	112	109	87	109	112	94
Clc1ccc(Cn2c(-c3cscn3)nc3ccccc32)cn1	102	90	102	105	97	98	127	99
Cc1ccc(S(=O)(=O)F)cc1	104	108	.	107	98	89	.	94
c1cc2c(c(NC3=NCCCS3)c1)CCCC2	87	112	99	91	83	91	99	99
Cc1cccc(C)c1OC(=O)C(Cl)(Cl)Cl	113	100	112	93	89	100	103	100
C#CC1(O)CCC(C(C)(C)C)CC1 (centres undefined)	122	121	.	119	113	111	122	99
Nc1ccc(N)cc1 (tested in a mixture with another compound)	109	92	101	101	.	91	97	87
O=[N+]([O-])c1cc(I)cc([N+](=O)[O-])c1	101	98	122	96	104	96	88	81
CN(C)c1n[nH]c(N)n1	107	97	113	108	105	92	101	104
O=C(CF)NC(Cc1c[nH]c2ccccc12)C(=O)O (centres undefined)	114	123	103	100	105	109	100	101
CC1CCCN(C(c2ccccc2)C(O)c2ccccc2)C1 (centres undefined)	.	99	109	103	84	104	104	98
N#CC(C#N)=Cc1c[nH]c2ccccc12	103	95	100	92	85	99	93	87
CC(=O)O[C@H](C[C@H](C(C)C)N(C)C(=O)[C@@H](NC(=O)[C@H]1CCCCN1C)C(C)(C)C)c1nc(C(=O)N[C@@H](Cc2ccccc2)C[C@H](C)C(=O)O)cs1	-24*	5.5*	17	6.2*	2.6*	46	4.7*	16
O=[N+]([O-])c1[nH]cnc1Br	96&94&94	101&93&102	103&119	108&78&103	85&89&91	99&94	105&106&99	94&99&97
CC(C)CCS(=O)(=O)C(c1ccccc1)c1ccccc1	103	96	100	91	98	.	95	100
CC(Cc1ccccc1)NC(N)=O (centres undefined)	103&104	104&99	103	114&115	.	125&110	95&101	91&96
O=C(O)c1ccc(Cl)nc1	108	102	108	124	109	111	96	100
O=C1NC(=S)NC(=O)C1=Cc1ccccc1	.	.	96	104	121	93	117	93
Cc1cccc(C)c1CCl	111	105	112	110	92	91	103	104
Oc1c(Br)c(Br)c(Br)c(Br)c1Br	.	100	120	101	97	99	133	92
O=C1CC2(CC3(Cl)C(Cl)=C(Cl)C2(Cl)C3(Cl)Cl)C(=O)O1 (centres undefined)	107	98	.	128	.	100	105	99

Whole records, looked up by structure:
Oc1c(Br)c(Br)c(Br)c(Br)c1Br as listed: BT-549: .; K-562: 100; HS 578T: 120; MDA-MB-231: 101; SR: 97; T-47D: 99; MDA-MB-468: 133; MCF7: 92
Cc1cccc(C)c1CCl as listed: BT-549: 111; K-562: 105; HS 578T: 112; MDA-MB-231: 110; SR: 92; T-47D: 91; MDA-MB-468: 103; MCF7: 104

Next part.
SMILES	BT-549	K-562	HS 578T	MDA-MB-231	SR	T-47D	MDA-MB-468	MCF7
CN(C)Cc1c[nH]c2ccc(OCc3ccccc3)cc12	86	105	89	64	76	87	62	75
COc1cc2c(cc1OC)C13CCN4CC5=CCOC6CC(=O)N2C1C6C5CC43 (centres undefined)	90	75&124	96&114	87&111	82	109&97	108&116	99&95
COc1ccccc1NC1=N[C@]23CC(=O)CC[C@]2(C)[C@H]2CC[C@]4(C)C(=O)CC[C@H]4[C@@H]2C[C@@H]3S1	91	93	104	103	108	92	119	92
CC(Br)c1ccccc1 (centres undefined)	103	105	107	113	101	103	101	101
NC(=O)c1c(Br)c(Br)c(Br)c(Br)c1C(=O)O (tested in a mixture with another compound)	97&104	80&81	115&114	94&88	86&53	.	101&94	89&79
CC1(C)N=C(N)N=C(N)N1c1cccc(CCCCc2ccc(Cl)c(S(=O)(=O)F)c2)c1	52	16	84	70	.	87	76	29
N/N=C(N)/C(N)=N/N	.	95	109	104	94	110	105	98
O=c1cccc2n1C[C@H]1C[C@@H]2CN2CCCC[C@@H]12	90	117	110	100	103	103	.	94
COC1=CC(=O)OC(CCc2ccc3c(c2)OCO3)C1 (centres undefined)	93	122	109	114	122	95	96	87
CC(=O)[C@H]1CC[C@@]2(O)[C@@H]3CCC4=CC(=O)CC[C@]4(C)[C@H]3CC[C@]12C	114	116	104	107	128	106	106	97
CNC(C)C(O)c1ccccc1 (centres undefined)	106&107	105&113	104&112	100&103	.	103&107	101&97	88&98
CN(C)c1ccc(C=C(C#N)C#N)cc1	112	101	97	101	98	97	121	98
S=C1NP(=S)(S)Nc2ccccc21 (centres undefined)	103	108	105	88	110	109	122	98
O=C(OCCCc1ccccc1)C(Cl)(Cl)Cl	98	102	100	114	105	104	99	88
Nc1ncnc2n[nH]nc12	90	60	95	75	63	4.8*	52	63
O/N=C(Cl)/C(Cl)=N/O	86&104	88&99	93&118	110	93	100	93&99	98&107
[Cl][Hg][c]1cc(Br)cc(Br)c1	48	6.3*	30	20	-17*	28	7.7*	15
N[C@H]1C[C@@H](C(=O)O)CC1=C(F)F	110	92	106	106	92	98	107	105
NC1CCc2cc(O)c(O)cc2C1 (centres undefined)	86	1.7*	100	101	-24*	89	66	64
CC(C)(C)N1Oc2ccncc2C1c1ccccc1 (centres undefined)	100	107	.	114	85	96	103	119
CC[PH+](CC)CC.O=COC1OC([S-])C(OC=O)C(OC=O)C1OC=O.[Au+] (centres undefined)	-81*	-6.7*	14	-76*	-18*	-83*	-79*	-69*
O=C(CCl)c1ccc(O)cc1	86	54	97	89	53	63	65	44
Cc1ccc(N2CCN(CCC#N)CC2)cc1	79	110	135	107	99	91	105	74
O=C(Cc1ccccc1)c1ccccc1	100	104	90	110	100	100	106	92
CC(Cc1ccccc1)N(C)CC1C(=O)C2CCC1C2 (centres undefined)	112	100	106	98	99	90	115	98
CC[C@H](C)[C@H](NC(=O)C12C3C4C1C1C2C3C41NC(C)=O)C(=O)N(C)[C@H](C[C@@H](OC(C)=O)c1nc(C(=O)N[C@@H](Cc2ccccc2)C[C@H](C)C(=O)OC)cs1)C(C)C (some centres undefined)	6.0*	8.8*	19	22	17	70	12	15
CCC1C(=O)NC(=O)NC1=O	100	102	102	104	103	113	103	95
COCCOC(=S)SSC(Cl)(Cl)Cl	108	100	111	112	82	102	111	105
CCN(CC)CCc1ccncc1	90	.	112	92	124	104	100	114
COc1ccc(NN)cc1	64	78	124	88	.	97	126	97
C=CCSSCC=C	103	95	105	116	97	93	99	85
ClCCN(CCCl)c1ccc(/C=C/c2ccccc2)cc1	91	85	118	97	58	85	98	73
COC(=O)[C@@]1(C)CC[C@]2(C)CC[C@]3(C)C4=CC=C5C(=CC(=O)C(O)=C5C)[C@]4(C)CC[C@@]3(C)[C@@H]2C1	-95*	-54*	-42*	-93*	-47*	-57*	-67*	-69*
CC(=O)Nc1ccc(-c2ccccc2)cc1	94	91	110	105	83	92	102	93
O=C(Nc1cccc(S(=O)(=O)F)c1)c1ccc([N+](=O)[O-])cc1	101	94	92	103	67	93	98	91
O=NN(CC(=O)O)Cc1ccccc1	94	122	107	96	107	102	93	101
CC(=O)c1ccc(N2CCN(C)CC2)cc1	89	117	97	92	86	96	107	93
CCCCCCc1cc(O)c2c3c(c(=O)oc2c1)CCC(C)C3 (centres undefined)	105	81	105	91	83	87	98	92
Oc1c(Br)cc(Br)cc1Br.[Cu+2]	122	107	109	111	91	119	102	101
CC(=O)NC(NP(=O)(N(C)C)N(C)C)C(Cl)(Cl)Cl (centres undefined)	114	103	104	109	97	95	.	118
CN(C)C1CCc2[nH]c3c(F)cc(F)cc3c2C1 (centres undefined)	97	85	105	104	93	87	94	94
COc1cc(C(=O)Cl)cc(OC)c1OC	108	106	107	111	106	107	103	94
Nc1nc2c(ncn2[C@@H]2O[C@H](CSP(=O)(O)O)[C@@H](O)[C@H]2O)c(=O)[nH]1	97	95	108	96	93	96	104	101
NCCc1ccc(N)cc1	98	93	107	95	96	99	101	94
C/C(=N\N=C(N)N)c1ccccc1	84	95	.	107	91	94	90	91
COc1ccc(C(Cc2ccccc2)NC(C)C)cc1 (centres undefined)	83	95	101	98	93	90	94	84
c1ccc2c(c1)Nc1ccccc1S2	74	.	88	83	48	75	84	95
c1ccc2c(CCN3CCCCC3)c[nH]c2c1	121&109	94&99	96&106	103	.	103	100&113	93&92

Compounds above that contain four or more nitrogen atoms, in the order listed:
SMILES	BT-549	K-562	HS 578T	MDA-MB-231	SR	T-47D	MDA-MB-468	MCF7
Nc1ncnc2c1c(C(=O)NO)cn2C1OC(CO)C(O)C1O (centres undefined)	-0.9*	-3.3*	-7.9*	-6.2*	-7.8*	-11*	.	-47*
Clc1ccc(Cn2c(-c3cscn3)nc3ccccc32)cn1	102	90	102	105	97	98	127	99
CN(C)c1n[nH]c(N)n1	107	97	113	108	105	92	101	104
CC(=O)O[C@H](C[C@H](C(C)C)N(C)C(=O)[C@@H](NC(=O)[C@H]1CCCCN1C)C(C)(C)C)c1nc(C(=O)N[C@@H](Cc2ccccc2)C[C@H](C)C(=O)O)cs1	-24*	5.5*	17	6.2*	2.6*	46	4.7*	16
CC1(C)N=C(N)N=C(N)N1c1cccc(CCCCc2ccc(Cl)c(S(=O)(=O)F)c2)c1	52	16	84	70	.	87	76	29
N/N=C(N)/C(N)=N/N	.	95	109	104	94	110	105	98
Nc1ncnc2n[nH]nc12	90	60	95	75	63	4.8*	52	63
CC[C@H](C)[C@H](NC(=O)C12C3C4C1C1C2C3C41NC(C)=O)C(=O)N(C)[C@H](C[C@@H](OC(C)=O)c1nc(C(=O)N[C@@H](Cc2ccccc2)C[C@H](C)C(=O)OC)cs1)C(C)C (some centres undefined)	6.0*	8.8*	19	22	17	70	12	15
CC(=O)NC(NP(=O)(N(C)C)N(C)C)C(Cl)(Cl)Cl (centres undefined)	114	103	104	109	97	95	.	118
Nc1nc2c(ncn2[C@@H]2O[C@H](CSP(=O)(O)O)[C@@H](O)[C@H]2O)c(=O)[nH]1	97	95	108	96	93	96	104	101
C/C(=N\N=C(N)N)c1ccccc1	84	95	.	107	91	94	90	91

The list goes on.
SMILES	BT-549	K-562	HS 578T	MDA-MB-231	SR	T-47D	MDA-MB-468	MCF7
O=C1OCCC1Br (centres undefined)	85	81	.	103	92	105	106	101
Nc1cc(Cl)ccc1Cl	111	107	95	116	127	106	98	101
CC12CCC(O)CC1CCC1C2CCC2(C)C(C(=O)CO)CCC12 (centres undefined)	98	89	106	118	78	77	92	112
ClC1=C(Cl)[C@]2(Cl)[C@@H]3[C@@H]([C@H]4C=C[C@@H]3C4)[C@@]1(Cl)C2(Cl)Cl	.	91	116	115	97	107	94	98
S=C(SSC(=S)N1CCCCC1)N1CCCCC1	92	102	111	104	86	100	98	80
C[S+]1C=Cc2ccccc2C1c1ccc(Cl)cc1 (centres undefined)	86	79	78	103	93	90	-41*	85
CN1[C@@H](CC(=O)c2ccccc2)CCC[C@H]1CC(=O)c1ccccc1	.	102	83	111	111	103	101	93
COc1ccc(CCC(C)N)cc1 (centres undefined)	100	111	99	106	103	102	100	100
O=C(CN1CCCC1=O)NCc1cc(Cl)cc(Cl)c1O	97	104	102	95	97	102	85	97
CCCCOCCOP(OCCOCCCC)OCCOCCCC	84	116	100	.	.	.	108	94
CCCCn1cc(C(=O)/C(C#N)=C/c2cc3cc(C)ccc3nc2Cl)c2ccccc21	91	56	88	87	16	80	95	80
CCc1ccc([N+](=O)[O-])cc1	106	97	104	88	95	100	105	102
COCCNC(=O)c1c(N)n(Cc2ccco2)c2nc3ccccc3nc12	94	39	93	102	62	74	.	94
CCOC12CC3C4=CCOC5CC(=O)N6c7ccccc7C1(CCN2C4)C6C53 (centres undefined)	98	108	113	109	102	105	98	103
C[N+](C)(C)Cc1ccccc1	106&110	179&102	96&109	120&96	124&95	105&110	99&86	101&102
CC(=O)O[C@H]1CCC2(C)C(=CCC3C2CCC2(C)/C(=N/OC(=O)c4ccc(N(CCCl)CCCl)cc4)CCC32)C1 (some centres undefined)	51	5.0*	27	40	-25*	18	80	39
Nc1ccccc1Cl	.	107	.	95	90	97	109	102
CC(Br)(C(=O)O)C(Br)C(=O)O (centres undefined)	101	96	.	113	87	109	100	102
CC1(C)C(C(=O)c2cn(CCO)c3ccccc23)C1(C)C	107	95	100	103	89	89	115	101
c1ccc(Nc2nc(-c3ccc(-c4ccccc4)cc3)c[se]2)cc1	105	95	104	87	92	80	89	95

Screens deposited in PubChem BioAssay by NCI.

The list is partial; the hit share may differ from the screen's.
